MITF primary: blocks human microphthalmia-associated transcription factor. inhibition, % at 2.6 µM. actives 0.91% (n = 650,000). AlphaScreen MITF homodimerization, bead proximity signal. O75030. AID 1259374; in the data active = inhibition above about 50%;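 note: 0% = vehicle wells with protein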
TEAD-YAP inh: TEAD-YAP interaction inhibition; HEK-TIYL cells, TEAD-Gal4/YAP UAS-luciferase luminescence; inhibition, % at 9.12 µM; actives 1.4% (n = 640,000); AID 1259422; in the data active = inhibition above about 32%;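 note: 0% = median of test compound wells and 100% = reference inhibitor wells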
GPR151 activ: human GPR151 activation | actives 1% (n = 650,000) | PathHunter beta-arrestin GPR151 cells, luminescence | activation, % at 11.2 µM; in the data active = activation above about 4.9%;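 note: 0% = median of compound wells and 100% = cells with positive control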
Target sequence (Q8TDV0 whole entry, looked up): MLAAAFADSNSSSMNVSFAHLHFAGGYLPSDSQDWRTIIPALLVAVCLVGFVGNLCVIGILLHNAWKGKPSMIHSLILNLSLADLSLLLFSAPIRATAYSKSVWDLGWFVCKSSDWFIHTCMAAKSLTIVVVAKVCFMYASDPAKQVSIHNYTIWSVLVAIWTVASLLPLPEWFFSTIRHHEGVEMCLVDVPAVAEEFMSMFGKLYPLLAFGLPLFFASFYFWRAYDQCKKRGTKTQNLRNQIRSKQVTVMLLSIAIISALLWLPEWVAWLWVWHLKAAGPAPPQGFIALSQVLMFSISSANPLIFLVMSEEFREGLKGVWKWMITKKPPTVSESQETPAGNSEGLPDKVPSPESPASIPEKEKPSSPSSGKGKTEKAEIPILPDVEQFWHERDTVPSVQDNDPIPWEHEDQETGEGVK
FBW7 activator: human FBW7 E3 ligase activation, primary screen; AlphaScreen FBW7–phospho-cyclin E peptide binding, activator screen; normalized activity (activation), % at 26.1 µM; actives 0.13% (n = 650,000); Q969H0; in the data active = normalized activity above about 1.9%;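 note: purified mutant Fbw7 with reduced substrate affinity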
Target sequence (Q969H0 whole entry, looked up): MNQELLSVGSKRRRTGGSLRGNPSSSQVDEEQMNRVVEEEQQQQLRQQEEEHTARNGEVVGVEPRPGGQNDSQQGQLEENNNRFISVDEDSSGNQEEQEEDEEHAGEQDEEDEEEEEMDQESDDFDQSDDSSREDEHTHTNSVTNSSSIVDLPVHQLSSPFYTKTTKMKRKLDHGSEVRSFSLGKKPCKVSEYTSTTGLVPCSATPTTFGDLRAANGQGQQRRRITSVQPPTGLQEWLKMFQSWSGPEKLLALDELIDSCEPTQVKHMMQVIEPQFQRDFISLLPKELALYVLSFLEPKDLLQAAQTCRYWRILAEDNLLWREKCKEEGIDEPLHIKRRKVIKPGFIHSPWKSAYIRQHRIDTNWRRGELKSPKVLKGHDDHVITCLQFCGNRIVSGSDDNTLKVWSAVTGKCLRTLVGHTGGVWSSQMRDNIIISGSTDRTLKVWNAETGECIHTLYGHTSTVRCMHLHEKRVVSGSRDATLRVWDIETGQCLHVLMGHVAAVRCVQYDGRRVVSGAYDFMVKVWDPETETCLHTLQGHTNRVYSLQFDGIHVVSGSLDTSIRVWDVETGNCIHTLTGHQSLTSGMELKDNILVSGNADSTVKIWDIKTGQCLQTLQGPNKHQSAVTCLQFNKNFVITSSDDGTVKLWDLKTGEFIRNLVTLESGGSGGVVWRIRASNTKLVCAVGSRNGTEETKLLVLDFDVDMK
An asterisk follows results filed as active.

Fields – MITF primary | TEAD-YAP inh | GPR151 activ | FBW7 activator
- COc1ccc(N2CSC3=C(C#N)C(c4ccc(OC)c(OC)c4)CC(=O)N3C2)cc1 (stereo not drawn)
 : 3 | -16 | 0.3 | -0.5
- CCOC(=O)C1=C(CC)OC(N)=C(C#N)C1c1ccc(F)c(F)c1 (stereo not drawn)
 : 9 | 3 | 0.8 | 0.0
- Cc1ccc2nc(-c3ccc(C)c(NC(=O)c4ccc5c(c4)OCCO5)c3)oc2c1
 : 9 | -17 | 0.0 | 0.0
- COCCn1c(=S)[nH]c2cc(C(=O)NCC(OC)OC)ccc2c1=O
 : -14 | 6 | 0.1 | 0.2
- CCC(=O)NCC(c1cccs1)S(=O)(=O)c1ccc(C)cc1 (stereo not drawn)
 : 0 | -9 | -1.9 | 0.0
- CCN1C(=O)C(CC(=O)Nc2ccccc2)N(Cc2ccc(OC)cc2)C1=S (stereo not drawn)
 : 2 | 4 | -1.2 | 0.8
- C=CCn1cc(/C=C2/NC(=O)N(Cc3ccc(F)cc3)C2=O)c2ccccc21
 : -4 | 9 | 1.1 | 0.0
- COc1ccc(Br)cc1C=Nc1ccc(NC(C)=O)cc1
 : -2 | 1 | 0.0 | 0.5
- O=C(CSc1cn(Cc2ccccc2Cl)c2ccccc12)Nc1ccc2c(c1)OCCO2
 : 6 | 8 | -1.2 | 0.0
- COC(=O)c1ccccc1NC(=O)C1=C(C)C(=O)OC12CCC(C)CC2 (stereo not drawn)
 : 12 | -2 | -0.7 | 0.0
- OCCC1CN(Cc2cccc(O)c2)CCN1Cc1cccs1 (stereo not drawn)
 : 6 | 2 | 1.9 | 0.2
- NNc1nc2ccccc2c(=O)n1Cc1ccccc1
 : 9 | -19 | -0.5 | 0.0
- O=C1OC(c2ccc([N+](=O)[O-])cc2)=N/C1=C/c1cccc(Cl)c1
 : 8 | 7 | 4.1 | 0.3
- Cc1cc2c(cc3c(=O)n(CC(=O)N4CCC(C)CC4)ncn32)s1
 : 15 | 3 | 0.0 | 0.2
- O=C(N/C(=C/c1cccc2ccccc12)C(=O)N1CCOCC1)c1ccccc1
 : 2 | -10 | 1.9 | 0.1
- COC(=O)c1ccc2c(=O)[nH]c(CN(C)Cc3cccs3)nc2c1
 : 4 | 2 | 0.0 | 0.0
- O=C(Nc1nnc(-c2ccc(F)cc2)o1)c1ccc2ccccc2c1
 : -221 | 0 | -2.0 | -0.1
- C=CCOc1ccc(/C(O)=C2/C(=O)C(=O)N(CCN(C)C)C2c2ccc(F)cc2)cc1C (stereo not drawn)
 : -9 | -1 | 4.1 | 0.1
- CCOc1ccc(-n2c(CNC(=O)c3cc(OC)c(OC)c(OC)c3)nnc2SCC(=O)N2CCc3ccccc32)cc1
 : -11 | -2 | 0.4 | 0.1
- CCCCNC(=O)CSc1nc2ccccc2c2nc(-c3ccccc3)nn12
 : 13 | 1 | -1.9 | 1.1

Next section (2 carried over from the part before).
Fields – MITF primary | TEAD-YAP inh | GPR151 activ | FBW7 activator
- CCOc1ccc(-n2c(CNC(=O)c3cc(OC)c(OC)c(OC)c3)nnc2SCC(=O)N2CCc3ccccc32)cc1
 : -11 | -2 | 0.4 | 0.1
- CCCCNC(=O)CSc1nc2ccccc2c2nc(-c3ccccc3)nn12
 : 13 | 1 | -1.9 | 1.1
- CCC1CCCCN1C(=O)CSc1nc2ccsc2c(=O)n1Cc1ccccc1 (stereo not drawn)
 : 4 | 6 | 0.7 | 0.1
- OCCNc1nc2ccccc2[nH]1
 : -16 | 7 | -0.1 | 0.0
- CSc1sc(C)cc1C1C(C(=O)Nc2cc(C)ccn2)=C(C)NC2=C1C(=O)CCC2 (stereo not drawn)
 : -4 | 6 | -1.7 | 0.1
- COc1ccc(N2CCN(c3ncnc4sc(C(=O)Nc5cccc(Cl)c5C)c(C)c34)CC2)cc1
 : 0 | -29 | 3.1 | 0.4
- CCc1nnc(NS(=O)(=O)c2ccc(NC(=O)COc3ccccc3)cc2)s1
 : 65* | 4 | 0.1 | -0.1
- COc1ccc(C(=O)NC2CCCc3ccccc32)cc1 (stereo not drawn)
 : -10 | -2 | 1.4 | -0.1
- Cc1nccc2[nH]c(=O)c(C(=O)NCCC(C)C)cc12
 : 15 | -8 | 1.7 | -0.1
- O=C(Nc1ccc2oc(-c3cccc(Cl)c3Cl)nc2c1)c1cccc(F)c1
 : -5 | 3 | -0.1 | -0.3
- O=P1(Nn2cnnc2)C=C(c2ccccc2)SC(c2ccccc2)=C1
 : -1 | -8 | -0.3 | 0.0
- CC(=O)N1CCc2cc(C(O)CN3CCN(C4CCCCC4)CC3)ccc21 (stereo not drawn)
 : 3 | -2 | -2.1 | -0.1
- CCCS(=O)(=O)N1CCN(C(CC)CC)CC1
 : 27 | -3 | -0.2 | 0.5
- CCOC(=O)C1=C(CC)NC2=C(C(=O)CCC2)C1c1ccccc1OCc1ccccc1 (stereo not drawn)
 : 3 | -3 | 0.0 | -0.1
- COC(=O)CN1C(=S)N(c2ccc(OC)cc2)C(=O)/C1=C/c1ccc(OC)cc1
 : 20 | 0 | -1.8 | 0.7
- O=C(NCCO)NC(=S)c1ccccc1
 : 21 | 1 | 0.8 | 0.1
- CN(C)c1ccc(/C=N\S(=O)(=O)c2ccccc2)cc1
 : 1 | 4 | -1.5 | 0.0
- Cc1cc(C(=O)N/N=C/c2ccccc2F)n[nH]1
 : 5 | -45 | 9.8* | -0.1
- Cn1c(=O)[nH]c(=O)c2c1nc(CN1CCOCC1)n2CCc1ccccc1
 : 5 | -38 | 0.2 | -0.4
- Cc1c(NC(=O)C(C)Sc2nnc(N)s2)c(=O)n(-c2ccccc2)n1C (stereo not drawn)
 : 15 | 10 | 4.0 | 0.5
- CCN(CC)c1nc(N/N=C/c2ccc(O)c([N+](=O)[O-])c2)nc(Nc2ccccc2)n1
 : 2 | 5 | -0.6 | -0.3
- CCSc1nnc2c(n1)OC(c1ccc(O)cc1)Nc1ccccc1-2 (stereo not drawn)
 : -5 | -8 | -2.4 | 0.1

Three of the compounds above, with tabs:
Compound	MITF primary	TEAD-YAP inh	GPR151 activ	FBW7 activator
Cc1c(NC(=O)C(C)Sc2nnc(N)s2)c(=O)n(-c2ccccc2)n1C (stereo not drawn)	15	10	4.0	0.5
O=C(NCCO)NC(=S)c1ccccc1	21	1	0.8	0.1
COc1ccc(C(=O)NC2CCCc3ccccc32)cc1 (stereo not drawn)	-10	-2	1.4	-0.1

Single values from the results shown:
CSc1sc(C)cc1C1C(C(=O)Nc2cc(C)ccn2)=C(C)NC2=C1C(=O)CCC2 (stereo not drawn) @ FBW7 activator: 0.1
CCCS(=O)(=O)N1CCN(C(CC)CC)CC1 @ MITF primary: 27

The results go on.
Fields – MITF primary | TEAD-YAP inh | GPR151 activ | FBW7 activator
- CC(C)CNC(=O)CC(=O)N/N=C/c1ccccc1O
 : -11 | 2 | -0.5 | -0.1
- CC(C)N(C(=O)CN(C)S(=O)(=O)c1cc(Cl)ccc1Cl)C(C)C
 : 18 | 0 | -0.7 | 0.1
- CS(=O)(=O)c1ccc(CC(=O)NCc2ccccn2)cc1
 : 8 | -1 | 2.3 | -0.1
- Cc1cc(NS(=O)(=O)c2ccc(NC(=O)c3ccc(Br)o3)cc2)no1
 : 4 | 5 | 0.2 | 0.1
- CC(C)CC(NC(N)=O)C(=O)Nc1ccc(Oc2ccccc2)cc1 (stereo not drawn)
 : 1 | 1 | -0.8 | -0.1
- CC(C)(C)c1ccc(C(=O)NN2C(=O)c3ccccc3C2=O)cc1
 : 0 | -5 | -1.0 | 0.6
- COc1ccc(Nc2cc(-c3ccncc3)nc(-c3ccncc3)n2)cc1
 : 0 | 15 | -0.6 | 0.1
- C=CCNc1oc(COc2ccc(Cl)cc2Cl)nc1C#N
 : 8 | 1 | 0.4 | -0.1
- CC(=O)OC1CCC2(C)C(=CCC3C2CCC2(C)C3CCC2C2(C)CCC(=O)O2)C1 (stereo not drawn)
 : -2 | -2 | 1.7 | 0.1
- Cc1cc(C)n(/N=C\c2ccco2)c(=O)c1C(N)=O
 : -18 | -6 | -0.5 | -0.3
- Nc1cccc2c1C(=O)N(CC(=O)NC1CCCc3ccccc31)C2=O (stereo not drawn)
 : -18 | -1 | -0.4 | 0.0
- CC(C)c1ccc(C2OCC(CO)([N+](=O)[O-])CO2)cc1 (stereo not drawn)
 : -10 | -16 | 0.9 | -0.1
- O=C(CCC1CCCC1)Nc1noc2ccccc12
 : 6 | -7 | 2.4 | 0.3
- Cc1ccc(NC(=O)Cn2c3ccccc3c(=O)c3ccccc32)cc1
 : -5 | -3 | -0.4 | -0.1
- CCCC(=O)Nc1ccccc1NC(=O)C12CC3CC(CC(C3)C1)C2
 : 5 | 3 | 2.7 | -0.2
- Cc1ccc2c(c1)C(c1ccccc1)N(C(=O)c1cc3ccccc3oc1=O)CC(=O)N2 (stereo not drawn)
 : -13 | 1 | -0.6 | 0.1
- CCOC(=O)C1(CCOC)CCN(Cc2ccccc2-c2ccco2)CC1
 : 9 | 10 | -0.8 | -0.2
- O=C(CC1CCCC1)NCCn1nc(-c2ccco2)ccc1=O
 : 2 | -3 | -0.2 | 0.1
- Cc1ccc(-n2ncc3c(N4CCN(c5cc(C)ccc5C)CC4)ncnc32)c(C)c1
 : 8 | -3 | 2.0 | 0.0
- COC(=O)c1ccccc1NC(=O)C(=O)NCc1ccccn1
 : -19 | -12 | -0.2 | -0.1
- Cc1nc(NC(=O)/C=C/c2ccccc2)sc1C(=O)NC1CCCCC1
 : 17 | 6 | -0.2 | 0.0
- O=C1c2ccccc2-n2c1nc1ccc([N+](=O)[O-])cc1c2=O
 : 16 | 9 | -0.4 | 0.3
- CCOC(=O)CNC(=S)N(Cc1ccc(C)cc1)C1CCCCC1
 : 6 | -2 | 0.9 | 0.7
- Cc1cc2ccccc2c(=O)n1CC(=O)N(C)c1ccc(Cl)cc1
 : -8 | 9 | -0.9 | -0.1
- COCC(C)N1CC(O)=C(c2nc(-c3ccc(Cl)cc3)cs2)C1=N (stereo not drawn)
 : 2 | 7 | 1.5 | 0.0
- CC(=O)N1CCCC(C(=O)Nc2cccc(-c3ccc(F)cc3)c2)C1 (stereo not drawn)
 : 4 | 9 | 3.2 | 0.0
- O=C(Nc1ccccc1)c1cccc(NC2=NC3CS(=O)(=O)CC3S2)c1 (stereo not drawn)
 : 5 | 4 | -0.2 | 0.8
- COc1ccccc1N1C(=O)C2C3c4ccccc4C(C(C)O)(c4ccccc43)C2C1=O (stereo not drawn)
 : 10 | 10 | -0.3 | 0.0
- COc1ccc(C2CC(c3ccc(OC)cc3O)=NN2)cc1 (stereo not drawn)
 : -19 | -47 | -1.0 | -0.3
- CCCn1c(SC)nc2c1c(=O)[nH]c(=O)n2C
 : 4 | 0 | 0.0 | 0.3
- O=C(CN1CCOCC1)Nc1nnc(-c2cccs2)s1
 : -6 | -10 | 0.0 | 0.0
- O=C(CSc1nc2ccccc2[nH]1)Nc1nnc(COc2ccccc2)s1
 : 10 | 10 | 3.7 | -0.1
- O=[N+]([O-])c1cc(-c2ccc(/C=N\n3cnnc3)o2)ccc1O
 : 58* | 5 | -2.6 | -0.3
- Cc1ccc(CNC(=O)CCCc2nnc3n4nc(C)nc4c4ccccc4n23)cc1
 : -6 | 2 | -0.3 | -0.1
- Cc1cccc(Nc2nc(N)c(C#N)c(CC#N)c2C#N)c1
 : -14 | -13 | 0.6 | -0.1
- CC(C)C(=O)N1CCC(c2ncncc2-c2ccncc2)CC1
 : -11 | -12 | -0.1 | -0.2
- CCN1/C(=C/C=C2/SC(=Nc3ccc(Br)cc3)N(C)C2=O)Sc2c1ccc1ccccc21
 : 11 | 0 | -1.6 | 0.1
- COc1ccc(S(=O)(=O)NCc2nc(-c3ccncc3)n[nH]2)cc1
 : -7 | 1 | -0.2 | 0.1
- CCOc1ccc(-n2cc(-c3ccccc3)c3c(N4CCCCC4)ncnc32)cc1
 : -8 | -14 | -1.5 | 0.2
- Clc1ccc(Cl)c(NCc2nnc3n2CCCCC3)c1
 : -4 | -3 | 0.5 | -0.1

In another format: three of the compounds above.
Compound	MITF primary	TEAD-YAP inh	GPR151 activ	FBW7 activator
O=C(Nc1ccccc1)c1cccc(NC2=NC3CS(=O)(=O)CC3S2)c1 (stereo not drawn)	5	4	-0.2	0.8
COc1ccccc1N1C(=O)C2C3c4ccccc4C(C(C)O)(c4ccccc43)C2C1=O (stereo not drawn)	10	10	-0.3	0.0
COc1ccc(C2CC(c3ccc(OC)cc3O)=NN2)cc1 (stereo not drawn)	-19	-47	-1.0	-0.3

(listing goes on)
Fields – MITF primary | TEAD-YAP inh | GPR151 activ | FBW7 activator
- COc1ccccc1C1SCCN1S(=O)(=O)c1ccc(Cl)cc1 (stereo not drawn)
 : -7 | -7 | -0.5 | 0.0
- CCOC(=O)c1sc2nc(C)nc(N(C)C3CCCCC3)c2c1C
 : 4 | -5 | 0.1 | -0.1
- COC(=O)c1ccc(C2NC(=O)c3c(sc4c3CCCC4)N2)cc1 (stereo not drawn)
 : -4 | -8 | 0.1 | 0.1
- COc1ccc(NC(=O)c2ccccc2NC(=O)COc2ccccc2OC)cc1
 : 2 | -36 | -0.9 | -0.3
- COc1ccc(-c2nc(C(N)=O)c3[nH]c(=O)n(-c4cccc(C)c4)c3n2)cc1
 : 15 | 58* | -0.1 | 0.8
- O=C1C2=C(Nc3ccccc3SC2c2ccc(Cl)cc2)c2ccccc21 (stereo not drawn)
 : 1 | -4 | 1.1 | -0.5
- OCCN1CCN(c2cc(-c3ccccc3)c3ccccc3n2)CC1
 : 76* | 2 | -1.4 | 0.0
- COc1nn(C)cc1C(=O)NCC(=O)NC1CC1
 : 9 | -10 | -0.2 | 0.8
- Cn1cnnc1SCc1ccccc1F
 : 21 | 2 | 0.0 | 1.3
- CC1=C(C(=O)Nc2ccccc2C)C(c2ccc(Br)cc2)NC(=O)N1 (stereo not drawn)
 : 20 | -8 | 0.4 | 0.7
